Efflux pump inh: inhibitors of Candida efflux pumps in yeast, primary screen, S. cerevisiae, Nile Red, multiplex; S. cerevisiae Candida pump triplex; inhibition, % at 10 µM; hit rate 0.44% among 330,000;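 active = plate passing quality check with inhibition over a set limit, or well fluorescence over plate mean plus 4 SD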;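 note: Nile Red retained in pooled yeast measured as flow cytometry median fluorescence; 0% = buffer negative control and 100% = Enniatin B positive control; higher means more Nile Red kept so more efflux inhibition; some compounds called inactive have numbers as strong as hits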
VLA-4 inh: inhibition in human VLA-4 binding assay, primary screen, VLA-4 allosteric modulator project, MLPCN library, flow cytometry, VLA-4 expressing cells; Integrin alpha-4 (Homo sapiens), P13612; ligand binding flow cytometry; inhibition, % (about 7 µM as worked out from the volumes in the protocol); hit rate 0.2% among 330,000; AID 2557, 2010; in the data active = inhibition above about 50%
GLD-1 RNA inh: GLD-1/TGE RNA complex disruptors, primary screen, biochemical, fluorescence polarization | Female germline-specific tumor suppressor gld-1 (Caenorhabditis elegans), Q17339 | purified GLD-1 + fluorescein TGE RNA | inhibition, % at 5.96 µM | hit rate 0.44% among 320,000;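 active = percent inhibition above a per-plate cutoff, the plate mean of test compounds plus 3 SD, cut at about 30% in these data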;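 note: 0% = DMSO wells with GLD-1 and probe and 100% = wells lacking GLD-1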
Target sequence (Q17339 whole entry, looked up): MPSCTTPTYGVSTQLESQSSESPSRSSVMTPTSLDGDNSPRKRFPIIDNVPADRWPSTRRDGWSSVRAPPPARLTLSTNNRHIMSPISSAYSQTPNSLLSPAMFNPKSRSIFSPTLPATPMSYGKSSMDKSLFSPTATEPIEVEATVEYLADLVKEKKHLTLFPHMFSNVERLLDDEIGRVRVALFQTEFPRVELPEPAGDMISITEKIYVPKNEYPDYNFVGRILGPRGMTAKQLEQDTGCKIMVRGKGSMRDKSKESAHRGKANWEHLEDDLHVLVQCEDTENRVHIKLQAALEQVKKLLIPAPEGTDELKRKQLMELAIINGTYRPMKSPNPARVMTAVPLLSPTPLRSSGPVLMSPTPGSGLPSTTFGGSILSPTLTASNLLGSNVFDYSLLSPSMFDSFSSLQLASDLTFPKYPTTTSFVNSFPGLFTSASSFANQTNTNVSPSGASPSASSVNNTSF
MCL1-BIM inh: inhibitors of MCL1 binding to BIM-BH3, primary screen, biochemical, fluorescence polarization; Induced myeloid leukemia cell differentiation protein Mcl-1 (Homo sapiens), Q07820; GST-MCL1 / FITC-Bim-BH3 fluorescence polarization; inhibition, % at 10.9 µM; hit rate 0.68% among 320,000; AID 2057, 2009;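 active = inhibition above the mean inhibition of all tested compounds plus 3 SD, set per campaign, cut at about 40% in these data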;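 note: 0% = DMSO wells and 100% = unlabeled Bim-BH3 peptide control; higher means more loss of mP so more displacement of Bim peptide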
Fam108B inh: mouse Fam108B serine hydrolase inhibitors, primary screen, counter-screen for RBBP9 inhibitor project, biochemical, fluorescence polarization. hit rate 0.33% among 300,000. recombinant Fam108B, FP-Rh probe fluorescence polarization. AID 1947, 2009. inhibition, % at 9.51 µM;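 active = inhibition above the screen mean inhibition plus 3 SD, computed separately per campaign, cut at about 18% in these data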;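 note: inhibitors lower polarization as less probe binds the enzyme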
PME-1 inh: PME-1 inhibitors via competitive probe labeling, primary screen, biochemical, fluorescence polarization, FP-Rh probe, HTS | Protein phosphatase methylesterase 1 (Homo sapiens), Q9Y570 | recombinant PME-1 | inhibition, % at 5.9 µM | hit rate 0.53% among 320,000 | AID 2130, 2009;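 active = inhibition above the campaign mean of all compounds plus 3 SD, cut at about 26% in these data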;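 note: competitive labeling of PME-1 active site by serine hydrolase directed probe; 0% = PME-1 with DMSO and 100% = wells lacking PME-1 enzyme; inhibitors block probe labeling so polarization falls and inhibition rises; many of its hits are not listed in these tables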
Target sequence (Q9Y570 whole entry, looked up): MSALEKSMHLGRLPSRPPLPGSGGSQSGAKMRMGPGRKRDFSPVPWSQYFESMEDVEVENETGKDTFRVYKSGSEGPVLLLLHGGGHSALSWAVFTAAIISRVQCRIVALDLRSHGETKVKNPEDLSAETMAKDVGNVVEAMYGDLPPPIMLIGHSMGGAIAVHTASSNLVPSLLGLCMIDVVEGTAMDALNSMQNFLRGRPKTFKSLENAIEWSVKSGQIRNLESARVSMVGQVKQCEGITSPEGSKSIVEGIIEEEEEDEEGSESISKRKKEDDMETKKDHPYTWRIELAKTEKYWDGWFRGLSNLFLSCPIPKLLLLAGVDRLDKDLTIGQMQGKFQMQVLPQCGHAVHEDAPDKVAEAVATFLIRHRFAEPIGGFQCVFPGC
GRK2 inh: compounds blocking aptamer binding on GRK2 – biochemical, human GRK2, bead flow cytometry, HTS, primary screen; Beta-adrenergic receptor kinase 1 (Homo sapiens), P25098; FAM-aptamer displacement from GRK2; inhibition of aptamer binding, % at 10 µM; hit rate 0.59% among 330,000;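 active = inhibition of aptamer binding above 40%, roughly 3 SD of noise, on plates passing a quality check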;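 note: median bead fluorescence of bound FAM aptamer so fluorescent compounds give negative values; no value below 0 was filed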
MEX-5 binding: MEX-5 zinc finger RNA-binding disruptors – biochemical, C. elegans, fluorescence polarization, MLPCN library, primary screen; MEX-5/FITC-TCR2 RNA binding; stronger effect = lower value; AID 1832, 2009; hit rate 0.38% among 300,000; Zinc finger protein mex-5 (Caenorhabditis elegans), Q9XUB2; activity score (negative = inhibition of binding), % at 10 µM;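 active = inhibition past about -25% in most replicates, and total fluorescence under double the plate's negative control median, limit read from the data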;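 note: 0% = DMSO and -100% = 5 µM competing unlabeled TCR2 RNA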
Bcl-xL primary: inhibitors of human Bcl-xL, primary screen, biochemical, fluorescence polarization, HTS; GST-Bcl-xL / FITC-Bim BH3 peptide fluorescence polarization; inhibition, % at 10.9 µM; hit rate 0.7% among 320,000;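 active = inhibition above the mean of all tested compounds plus 3 SD, cutoff set per campaign, cut at about 30% in these data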;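 note: 0% = DMSO wells and 100% = unlabeled Bim-BH3 peptide competitor; inhibitors lower millipolarization by displacing the labeled peptide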
Target sequence (Q07817 whole entry, looked up): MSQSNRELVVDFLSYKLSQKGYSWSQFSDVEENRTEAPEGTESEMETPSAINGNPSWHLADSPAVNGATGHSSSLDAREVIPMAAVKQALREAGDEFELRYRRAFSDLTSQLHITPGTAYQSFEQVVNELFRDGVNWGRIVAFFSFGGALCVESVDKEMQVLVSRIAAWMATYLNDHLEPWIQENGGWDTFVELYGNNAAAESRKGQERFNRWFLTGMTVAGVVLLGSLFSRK
* = called active by the depositor; nt = no result given. An excerpt (hit frequency here may not be typical).

Order of values: Fam108B inh | Efflux pump inh | MCL1-BIM inh | MEX-5 binding | GRK2 inh | PME-1 inh | VLA-4 inh | Bcl-xL primary | GLD-1 RNA inh
CCc1c(C(=O)NNC(=O)Nc2ccc3c(c2)OCO3)csc1C
→ nt | 0.0 | nt | -2.1 | 0 | nt | -20 | nt | nt
[N-]=[N+]=CC(=O)CCCN1C(=O)c2ccccc2C1=O
→ 0 | 0.1 | 6 | 1.1 | 0 | -8 | 9 | 7 | -3
COc1ccc(NC(=O)CSc2nnc(Cc3cccs3)n2-c2ccc(C)cc2)cc1
→ -2 | 0.0 | 1 | 0.8 | 0 | 3 | -2 | -1 | 6
N[C@@H](Cc1ccc(O)cc1)c1nnc([C@H](CCC(=O)O)NC(=O)C2CCNCC2)o1
→ -2 | nt | -3 | -5.9 | nt | -1 | nt | -1 | 7
CNC(=O)/C(C#N)=C1/SC(Cc2ccc(F)cc2)C(=O)N1c1ccccc1 (stereo not given)
→ 3 | -0.1 | 4 | -3.2 | 1 | -7 | 0 | 6 | -2
O=C(c1ccccc1)c1nc[nH]c1C(=O)Nc1ccccn1
→ -6 | 0.2 | 10 | 2.4 | 0 | -3 | -1 | 4 | 6
Cc1ccccc1CN1CCN(Cc2ccc3cccc(F)c3n2)CC1CCO (stereo not given)
→ 1 | 0.0 | 17 | 1.0 | 0 | -1 | 7 | 6 | -2
Cc1ccc(CNc2nc(C)nc3sc4c(c23)CCC4)cc1
→ 3 | 0.0 | 1 | 1.5 | 6 | 6 | 0 | -2 | -2
CCCCN(C)CCC(=O)Nc1ccc(OC)cc1OC
→ 0 | -0.1 | 1 | 0.1 | 1 | -4 | 31 | 1 | 1
Cc1ccc(NC(=S)N2CCCN(Cc3ccc(F)cc3)C2)c(C)c1
→ -8 | 0.0 | 5 | 2.6 | 0 | -1 | 7 | 2 | -2
O=C(CN1CCN(c2ccccc2F)CC1)Nc1ccccc1F
→ 0 | 0.1 | 1 | -0.7 | 2 | 1 | 4 | 8 | 2
Cc1[nH]c2ccc3ncccc3c2c1C
→ 11 | 0.0 | 1 | -0.3 | 3 | 2 | 6 | 5 | 0
Cc1ccc(Cn2c(CCC(=O)O)nc3ncccc3c2=O)cc1
→ nt | -0.1 | nt | 2.9 | 0 | nt | -1 | nt | nt
Cc1cccc(C)c1NC(=O)CN1C(=O)CCSc2ccc(S(=O)(=O)N3CCCC3)cc21
→ 3 | 0.0 | 2 | -1.7 | 42* | -3 | 4 | 10 | 9
Cc1cccc(NC(=S)N(CCN(C)C)C(C)c2cccnc2)c1 (stereo not given)
→ -2 | -0.1 | 1 | 2.0 | 1 | -4 | 4 | 6 | 0
OCCCNCc1ccc(-c2ccccc2)cc1
→ 4 | 0.0 | -1 | -0.3 | 0 | 3 | 11 | 3 | 2
Oc1ccccc1C(=S)N1CCCCCC1
→ 0 | -0.1 | 19 | -0.9 | 0 | -13 | -4 | 8 | -7
CC(C)Cc1nc(N2CCOCC2)c(C#N)c2c1COC(C)(C)C2
→ -2 | 0.1 | 2 | 1.5 | 0 | -5 | 2 | 5 | 2
Cc1nc2ccccc2n1CC(=O)N/N=C\c1ccccn1
→ 1 | -0.1 | 5 | -1.1 | 1 | 1 | 22 | -4 | 7
CCOC(=O)C(NC(=O)c1ccccc1)(Nc1nnc(C)s1)C(F)(F)F (stereo not given)
→ -3 | 0.0 | 3 | -2.3 | 2 | 6 | 7 | 5 | -3
CCOC(=O)CN1N=C(/C=C/c2ccccc2)CCC1=O
→ 4 | 0.2 | 9 | 0.6 | 1 | 1 | -1 | 8 | -1
CCc1c(C)sc(NC(=O)Cc2ccccc2OC)c1C(=O)N1CCOCC1
→ 6 | 0.3 | 11 | -1.9 | 4 | 2 | -3 | 6 | 5
COC(=O)c1ccc(-c2c(-c3ccccc3)ncc3cc(OC)c(OC)cc23)cc1
→ nt | 0.2 | -6 | nt | 0 | 0 | 1 | -14 | 3
CCOC(=O)CC1=Nc2ccccc2NC(=O)C1
→ -2 | -0.1 | 6 | -1.8 | 0 | 1 | -18 | 0 | 10
O=[N+]([O-])c1cnc(Sc2ccncn2)s1
→ 0 | 0.2 | 4 | -1.5 | 0 | 1 | 39 | 5 | 5
Cc1cc(C(=O)CN2C(=O)C(=O)N(Cc3ccccc3)C2=O)c(C)n1-c1ccccc1F
→ 2 | 0.1 | 5 | 0.8 | 1 | -2 | -1 | 4 | 6
COc1ccc(S(=O)(=O)Nc2cccc3c2O[C@H](CN(C)Cc2ccc(Oc4ccccc4)cc2)[C@@H](C)CN([C@H](C)CO)C3=O)cc1
→ nt | 0.3 | nt | nt | 0 | nt | 14 | nt | -5
COc1cccc(C(=O)NCc2ccc(-c3nc4ccccc4s3)cc2)c1
→ -3 | -0.1 | 3 | -8.7 | 2 | -3 | 4 | 6 | -13
O=C1C(=O)N(CCCN2CCOCC2)C(c2ccc([N+](=O)[O-])cc2)/C1=C(\O)c1ccc2c(c1)OCCO2 (stereo not given)
→ 0 | -0.4 | 8 | -0.1 | 0 | 3 | 2 | 7 | 6
CC(=O)Oc1ccc2cc(-c3nc4ccccc4n3C)c(=O)oc2c1
→ -7 | 0.1 | 4 | 1.1 | 12 | 3 | 6 | 0 | 24
CCOC(=O)c1cccc(NC(=O)CSc2nc3cccnc3n2C)c1
→ -3 | -0.2 | -1 | nt | 2 | 4 | -8 | -4 | 2
CN1CCc2c(sc3nc(SCC(N)=O)n(-c4ccc(Cl)cc4)c(=O)c23)C1
→ -3 | 0.1 | -2 | 5.4 | 0 | -5 | 1 | 10 | -16
COc1ccc(CC(=O)Oc2ccc(C)cc2Br)cc1OC
→ -3 | 0.6 | -5 | -1.0 | 0 | 0 | -2 | 1 | -2
COC(=O)C(=O)Nc1nnc(COc2ccccc2)s1
→ 0 | -0.1 | 11 | -2.4 | 26 | -2 | 3 | 2 | 4
O=C(c1ccccc1Cl)N(Cc1ccc(Br)cc1)N1C(=O)CCCC1=O
→ 0 | 0.2 | 1 | -0.6 | 0 | -3 | 0 | 2 | -2
COc1ccc(CNC(=O)C2CC(c3cccc(OC)c3)=NO2)cc1 (stereo not given)
→ 4 | -0.1 | 6 | 0.1 | 5 | 0 | -2 | 3 | -2
COc1ccc(/C=N\NC(=O)c2cc(O)c(O)c(O)c2)cc1CN1CCN(c2ccc(F)cc2)CC1
→ 14 | -0.1 | 17 | -3.1 | 8 | 21 | 20 | 21 | -1
Cc1nn(C(=O)c2cccc([N+](=O)[O-])c2)c(C)c1Cl
→ 1 | 0.1 | -7 | 0.5 | 0 | -2 | 8 | -2 | 2
O=C(Nc1ccccc1-c1nnn(CC(=O)N2CCN(c3ccccc3)CC2)n1)c1cccs1
→ 1 | -0.1 | -4 | -4.8 | 0 | -1 | 8 | -1 | 1
O=C(CNCC1CCCO1)N1CCCc2ccccc21 (stereo not given)
→ 1 | 0.1 | -2 | -0.5 | 3 | -1 | 8 | 2 | 0
CCCN1C(=O)C(O)(C2CC(=O)CC(C)(C)O2)c2ccccc21 (stereo not given)
→ -1 | -0.1 | -5 | 2.5 | 2 | -2 | 0 | -2 | 2
O=C(CSc1n[nH]c(-c2cccs2)n1)NCc1ccc2c(c1)OCO2
→ 1 | -0.1 | 4 | -3.3 | 3 | 5 | -16 | 5 | 1
O=C(O)CN1C(=O)C2C3C=CC(C3)C2C1=O (stereo not given)
→ 1 | 0.0 | -6 | 1.2 | 4 | -1 | 0 | -2 | 4
CN(c1nc2nonc2nc1NC1CC1)C1CCOC1 (stereo not given)
→ 4 | 0.0 | 1 | 4.8 | 1 | 4 | 4 | 7 | -3
Cc1cc(C(=O)NC(Cc2c[nH]c3ccccc23)C(=O)O)c(C)o1 (stereo not given)
→ 4 | 0.0 | 2 | 0.8 | 1 | -2 | 3 | 5 | 6
COC(=O)c1ccc(NC(=O)CSc2nc(C)cc(=O)[nH]2)cc1
→ 2 | 0.1 | 6 | -0.5 | 0 | -2 | 7 | 0 | 2
Cc1nn(-c2cc(C(F)(F)F)ccn2)c(=O)o1
→ 2 | -0.1 | -3 | -0.6 | 1 | 2 | 8 | -3 | -4
O=C(Nc1cccc2cccc(NC(=O)c3ccco3)c12)c1ccco1
→ 6 | 0.1 | 11 | 2.7 | 0 | 4 | -80 | 7 | 9
NS(=O)(=O)c1ccc(CCNC(=O)C2CCN(c3ncnc4c3nc3n4CCCCC3)CC2)cc1
→ -3 | 0.3 | 0 | 0.7 | 0 | -4 | 34 | 1 | 0
O=C(CN1CCSCC1)N/N=C/c1ccccc1F
→ 4 | -0.2 | 6 | -2.1 | 0 | 8 | -3 | 1 | -7
CC[C@@H]1[C@H]2CCCC(=O)N3CC[C@@H](C[C@@H]1OC(=O)NCc1ccccc1)[C@@H]23
→ 0 | 0.0 | 5 | 2.5 | 0 | 4 | 15 | 4 | 4
COCC(C)NCc1cccc(C)c1 (stereo not given)
→ 3 | 0.0 | -1 | 1.1 | 0 | 0 | -2 | 4 | 0
CCOc1ccc(C(=O)C2CCN(C(=O)c3ccc([N+](=O)[O-])cc3)CC2)cc1
→ 0 | 0.0 | 2 | -0.6 | 0 | 4 | 10 | 2 | 0
COC1CCCN(C(=O)c2ccc3nc(Cc4cccc(Cl)c4)oc3c2)C1 (stereo not given)
→ 5 | 0.6 | 2 | -4.5 | 1 | 3 | -1 | 1 | 2
Cc1ccc(Nc2cccccc2=O)cc1
→ -4 | 0.1 | 0 | -0.3 | 2 | 1 | 3 | 5 | 3
O=S(=O)(Nc1nc2ccccc2s1)c1cc(F)ccc1F
→ -4 | -0.3 | -1 | 1.0 | 0 | -3 | 8 | 4 | 8
CN(c1ccc(OCC(=O)NC2CCCC2)cc1)S(=O)(=O)c1cccs1
→ 6 | -0.1 | -2 | 2.1 | 19 | 4 | 11 | 0 | -4
O=C(CSc1nnc(-c2ccccc2F)o1)OCc1ccccc1
→ -1 | 0.0 | -4 | 1.8 | 3 | 1 | 6 | -10 | 1
Cc1ccc(S(C)(=O)=O)cc1C(=O)NC(C)C1CC2CCC1C2 (stereo not given)
→ -1 | -0.1 | -2 | 2.8 | 1 | 1 | -7 | 6 | 3
COc1nc(NCCN2CCOCC2)nc(Nc2ccccc2)n1
→ -1 | -0.1 | 8 | 1.4 | 1 | -2 | 16 | 2 | 4
CC(C)C(c1nnnn1C(C)(C)C)N1CCC(Cc2ccccc2)CC1 (stereo not given)
→ -5 | 0.1 | 3 | 8.4 | 0 | -4 | 15 | 5 | -6
COc1ccc(-c2csc(NC(CO)c3nc4ccccc4n3Cc3ccc(C)cc3)n2)cc1 (stereo not given)
→ 6 | 0.0 | 4 | 4.7 | 1 | 11 | 17 | 2 | 3
